# Source: PubChem BioAssay
# TDP1 cell noCPT – qHTS for Inhibitors of human tyrosyl-DNA phosphodiesterase 1 (TDP1): qHTS in cells in absence of CPT; actives 15% (n = 420,000); Potency, µM (titrated, usually from 46.2 µM), without a hit: at the highest dose activity change, negative = growth inhibition, most hits filed as inhibitors; DT40 Tdp1-/- hTDP1 cells, no CPT, ATP luminescence, 48 h; active means well fitted inhibition curve with a large enough effect; inconclusive means small, poorly fitted or top-dose-only effect; further: nearly all actives have a fitted effect of over 55% in size
#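 Seeded 400 DT40-hTDP1 cells/well (vehicle DMSO, no 20 nM CPT); pinned compounds; ≥48 hr at 37 °C; CellTiter-Glo luminescence as viability measure.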
# The depositor's hits bear a star; ? = inconclusive; ! = repeats disagree. On the % scale 0 is the no-effect control and ±100 the full control effect; potency means the concentration at half of the fitted maximal effect. The list is partial; count on the stated rates, not on these rows.
canonical_smiles | TDP1 cell noCPT
COc1cccc(CNc2ncnc3sc(C(=O)N4CCOCC4)c(C)c23)c1OC | 1.0%
CCOc1ccc(S(=O)(=O)N(CC(=O)NC2CCCC2)c2ccc(F)cc2)cc1 | -26.9%
CN1C(=O)c2oc3ccccc3c(=O)c2C1c1cccnc1 (configuration not stated) | -3.3%
CCCCCCCCN1C(=O)[C@H](CC(=O)NCC23CC4CC(CC(C4)C2)C3)C[C@@]2(C(=O)OCC)CCCC=C12 | 18.4µM*
Cc1ccc(S(=O)(=O)NCC(=O)OCC(=O)c2ccc(Cl)s2)cc1 | -7.9%
Cn1c(-c2ccccc2)cc(=NNS(C)(=O)=O)c2cc(S(=O)(=O)O)ccc21 | -2.6%
CN(C)CCNC(=O)c1ccc(Cl)c2cc3ccccc3nc12 | 0.146µM*
CCOC(=O)C1(C)CCCCN1C(=O)c1cccnc1 (configuration not stated) | 1.7%
CN(CC(=O)Nc1cccc(F)c1)C(=O)C1CCC(C(=O)N(C)CC(=O)Nc2cccc(F)c2)CC1 (configuration not stated) | -10.1%
CC(=O)NC(c1cccc(F)c1)c1nc(-c2cccc(C(F)(F)F)c2)cs1 (configuration not stated) | ?
Cc1cc(C)cc(Cn2cc(CN3CC(N4CCN(Cc5ccccc5F)CC4)CS3(=O)=O)nn2)c1 (configuration not stated) | ?
Nc1nc2ccccc2n1S(=O)(=O)c1ccccc1 | ?
COc1ccc2nc(Cl)c(C=O)c(N3CCOCC3)c2c1 | 14.6µM*
COc1cccc(CNc2nc3cc(-c4cccc(Cl)c4)sc3c(=O)n2C)c1OC | ?
CCOC(=O)c1c2c(n(-c3ccc(OC)cc3)c1C)C(=O)C(=O)c1ccccc1-2 | 2.06µM*
O=C1C2CC3CC1CC(O)(C3)C2 | 6.9%
O=c1[nH]nc(N=Nc2c(O)[nH]c3ccc(F)cc23)c(=O)[nH]1 | 27.0%
O=C(Nc1ccccc1Sc1ccccc1)c1cnn2c1NC(=C1CC1)C=C2C(F)(F)F | ?
CCCCN(Cc1ccc(Cl)c(Cl)c1)c1ccc(Br)cn1 | ?
COc1cc(NC(=O)CC(C)C)ccc1NC(=O)c1ccco1 | 3.0%
C[C@@H]1CN([C@H](C)CO)C(=O)CCCn2cc(nn2)CO[C@H]1CN(C)S(=O)(=O)c1ccccc1 | 16.9%
CCC(CC)C(C(=O)NCc1ccccc1)N1CCN(C(=O)C2CCCO2)CC1 (configuration not stated) | -6.9%
O=S(=O)(O)CCCS(=O)(=O)O | -3.8%
O=C(Nc1ccc(-c2nnc(-c3ccccc3)o2)cc1)c1ccc(Br)o1 | ?
Nc1c(OS(=O)(=O)c2ccccc2)cccc1OS(=O)(=O)c1ccccc1 | ?

# Given field by field: two of the compounds above.
compound: O=C(Nc1ccccc1Sc1ccccc1)c1cnn2c1NC(=C1CC1)C=C2C(F)(F)F
- TDP1 cell noCPT: ?

compound: Nc1c(OS(=O)(=O)c2ccccc2)cccc1OS(=O)(=O)c1ccccc1
- TDP1 cell noCPT: ?

# Continuation.
canonical_smiles | TDP1 cell noCPT
O=C(NC1CCCCC1)C(c1ccc(C(F)(F)F)cc1)n1c(=O)c(-c2cc3ccccc3[nH]2)nc2ccccc21 (configuration not stated) | ?
CC(=O)Nc1ccc(-c2ccnc3c2CC(C(=O)NCc2ccccc2)O3)cc1 (configuration not stated) | 0.0184µM*
COc1cc(C(=O)NC2CCN(C)CC2)ccc1Nc1ncc2c(n1)N(C1CCCC1)CCC(=O)N2C(C)C | 16.4µM*
CC(=O)Oc1ccccc1Cn1c(C)c(C(=O)NCc2cccc([N+](=O)[O-])c2)sc1=O | 20.6µM*
N#CCCN(NC(=O)OCc1ccccc1)C(=O)OCc1ccccc1 | -20.6%
Cc1cc(C)cc(Cn2c3ccc(NC(=O)NCc4ccc(F)cc4)cc3c(=O)n2C)c1 | ?
O=CNC1c2ccccc2CCc2ccccc21 | -9.6%
CCn1c(SCC(=O)N2CCCC2=O)nc2ccccc21 | 9.7%
Cc1ccc(-c2cc3nc(NCCOc4ccccc4Cl)n(C)c(=O)c3s2)cc1 | -21.4%
CC(=O)CC1c2cc(F)ccc2C=C(c2ccsc2)N1c1ccc(-c2ccc(C(N)=O)cc2)cc1 (configuration not stated) | ?
O=C(NN=Cc1cccc(O)c1O)c1ccccc1 | 4.61µM*
O=C(c1ccccc1)N(c1ccccc1)c1ccccc1O | 16.4µM*
O=c1[nH]c(=S)c2n[nH]nc2[nH]1 | -23.0%
COc1cc(=O)n2c(c1C(=O)N(C)Cc1cscn1)CCN(C(=O)c1ccc(C)c(C)c1)CC2 | -2.9%
Cc1ccc(CN2[C@H]3CCCC[C@@H]3OCCS2(=O)=O)cc1 | ?
Cc1nc2cc(NC(=O)[C@@H]3C[C@@H](Sc4ccccn4)CN3Cc3ccc4c(c3)OCCO4)ccc2s1 | -9.2%
COc1ccc(C2=CCCC2)c(OC)c1 | -23.2%
COc1ccccc1CN1CCN(S(=O)(=O)c2ccc(C)cc2)CC1 | 2.6%
N#CC1c2ccccc2-c2ccccc2N1C(=O)c1ccccc1 (configuration not stated) | 5.8µM*
Cc1nc(Nc2nc(-c3ccccc3)cc(=O)[nH]2)nc2ccccc12 | 16.4µM*
CCCN(C(=O)Cc1ccc(S(=O)(=O)N2CCOCC2)s1)c1c(N)n(Cc2ccccc2)c(=O)[nH]c1=O | 3.6%
CCN1C(=O)[C@H]2[C@@H](c3ccc(C(F)(F)F)cc3)N[C@]3(CCCN(Cc4ccc(C)cc4)C3=O)[C@H]2C1=O | 16.4µM*
Nc1ncnc2c1ncn2[C@@H]1O[C@H](CO)[C@@H](O)[C@@H]1O | 0.366µM*
C[N+]1(CC(=O)c2ccc(I)cc2)CCCc2ccccc21 (configuration not stated) | 7.08µM*
OC(c1ccccc1)c1nc(-c2cccc(C(F)(F)F)c2)cs1 (configuration not stated) | ?
CCC(CC)C(C(=O)NCc1ccccc1)N1CCN(CCN2CCOCC2)CC1 (configuration not stated) | 2.3%
C=C1C=C(C(F)F)n2ncc(C(=O)NCCc3ccccc3OC)c2N1 | 17.8µM*
COc1ccc(C(C)=O)cc1CN1C(=O)C(Cc2ccccc2)ON=C1c1ncccc1C (configuration not stated) | ?
COc1ccc(-c2ccc3c(c2)[C@@H]2C[C@H]4[C@@H](C(=O)N2CC3)[C@H](C)ON4C)cc1 | ?
C[C@@H]1CN([C@@H](C)CO)C(=O)c2cc(C#Cc3cccc(F)c3)cnc2O[C@@H]1CN(C)CC1CCOCC1 | ?
COc1ccc(-c2noc(CCC(=O)Nc3cccc(C(=O)NC4CC4)c3)n2)cc1OC | ?
COCCNC(=O)c1ccc(N2CC3CC(C2)c2cccc(=O)n2C3)c(NC(=O)c2ccccc2Cl)c1 (configuration not stated) | 1.0%
COc1ccc(CN2[C@@H](CC(=O)O)c3ccccc3S2(=O)=O)cc1 | 2.82µM*!
CC(C)CC#Cc1ccc2c(c1)O[C@H](CN(C)C(=O)Cc1ccncc1)[C@H](C)CN([C@H](C)CO)S2(=O)=O | 25.9µM*
CO/N=C(\C(=O)N[C@@H]1C(=O)N2C(C(=O)O)=CCS[C@H]12)c1csc(N)n1 | -2.2%
Cc1ccc(CNc2ncnc3c2cnn3C2CCCCO2)cc1 (configuration not stated) | -24.4%
Cn1c(=O)c2nc(-c3ccccc3)c(-c3ccccc3)nc2n(C)c1=O | 20.6µM*
NC1=NC(=O)C(=Cc2ccccc2)S1 | -17.2%
O=C1c2ccccc2S(=O)(=O)c2cc(N3CCN(c4ccccn4)CC3)ccc21 | -5.6%
COc1ccc2cc(CNCc3nonc3C)c(N3CCCC(CO)C3)nc2c1 (configuration not stated) | -13.0%
O=C(COc1ccc(F)cc1Cl)N(Cc1nnc(-c2ccccc2Cl)o1)C1CC1 | 16.4µM*
COc1ccc(-c2cc3nc(C)cc(N4CCN(C(=O)c5cccnc5)CC4)n3n2)cc1 | 23.1µM*
CCCNC(=O)C1(C)CCCN(C(=O)COc2ccc(Cl)cc2Cl)C1 (configuration not stated) | -25.6%
CCC1OC(C2CC2)CC2=C1C(=O)OC(C)(C)O2 (configuration not stated) | -5.7%
CCCCN(C=O)c1c(CC)nc2c(OCCC3CCCCC3)cccn12 | 9.2µM*
Brc1cccc(C=Nc2cccc3ncccc23)c1 | -5.4%
CC(NC(=O)c1cccs1)c1ccccc1 (configuration not stated) | 3.9%
CC(C)CC1C(=O)N(Cc2cn(Cc3ccco3)nn2)CCS(=O)(=O)N1Cc1ccc(-c2ccncc2)cc1 (configuration not stated) | 14.6µM*
CC(C)(C)n1nnnc1C(c1ccccc1)N1CCN(c2ccc(C(F)(F)F)cn2)CC1 (configuration not stated) | ?
CCOC(=O)C1CCNC(=O)C1=O (configuration not stated) | 13.1%

# The list goes on (5 carried over from the part before).
canonical_smiles | TDP1 cell noCPT
Brc1cccc(C=Nc2cccc3ncccc23)c1 | -5.4%
CC(NC(=O)c1cccs1)c1ccccc1 (configuration not stated) | 3.9%
CC(C)CC1C(=O)N(Cc2cn(Cc3ccco3)nn2)CCS(=O)(=O)N1Cc1ccc(-c2ccncc2)cc1 (configuration not stated) | 14.6µM*
CC(C)(C)n1nnnc1C(c1ccccc1)N1CCN(c2ccc(C(F)(F)F)cn2)CC1 (configuration not stated) | ?
CCOC(=O)C1CCNC(=O)C1=O (configuration not stated) | 13.1%
O=C(Nc1cccc2cccnc12)c1ccccc1Cl | ?
C=CCn1c(CNC(=O)CCC)nc2ccccc21 | ?
COc1ccc(C(C(=O)Nc2c(C)cccc2C)n2c(=O)c(-c3ccco3)nc3ccccc32)cc1 (configuration not stated) | ?
CC(C)CNC(=O)C1(C)CCCN1C(=O)c1ccncc1 (configuration not stated) | -13.9%
O=C(NCc1ccco1)c1ccc2sc([C@H]3C[C@H](O)[C@@H](CO)O3)nc2c1 | -6.5%
Cc1ccsc1CNC(=O)C1(C)CCN1C(C)C (configuration not stated) | -21.4%
CCCCN1C(=O)C(CC(=O)NCC2CCCCC2)CC(C(=O)N(C(C)C)C(C)C)=C1C (configuration not stated) | ?
CCCCN1CC(Br)C(=O)NC1=O (configuration not stated) | 18.4µM*
COc1ccc(C(=O)NCC(c2ccccc2)c2ccccc2)cc1S(=O)(=O)N1CCOCC1 | ?
CCN(CCc1ccccc1)c1ccc2c(c1)C1CC2CCN1Cc1ccccc1 (configuration not stated) | 5.8µM*
O=C(O)C1C2CCC1C(O)C2 (configuration not stated) | 3.9%
Fc1cccc(Cc2c(-c3ccc(Cl)cc3)nc3ccc(Br)cn23)c1 | 16.4µM*
C[C@H]1CN([C@@H](C)CO)S(=O)(=O)c2ccc(-c3ccccc3)cc2O[C@H]1CN(C)C(=O)C1CCC1 | 14.6µM*
OC[C@@H]1CN(CCN2CCOCC2)C[C@H](n2cnc3c(Nc4ccccc4)ncnc32)O1 | -8.2%
COc1ccccc1N1CCN(c2ccc3c(c2)S(=O)(=O)c2cccc(C(=O)NCc4cccc(F)c4)c2C3=O)CC1 | 1.64µM*
Cc1ccc(S(=O)(=O)NC(=O)C2(C)CCN2C(=O)Cc2cc(F)ccc2F)nc1 (configuration not stated) | 6.4%
Cc1ccc(P(=O)(c2ccc(C)cc2)[C@@H](NC(c2ccccc2)c2ccccc2)c2ccccc2)cc1 | 13µM*
CC(=O)OCC(=O)C1(O)CCC2C3CCC4C(OC(C)=O)C(=O)CCC4(C)C3C(=O)CC21C (configuration not stated) | 7.4%
CCc1nc2c(OCCOC)cccn2c1N(C)C(=O)c1ccc(C)cc1 | -3.7%
CC1(C)CC(=O)C=C(c2n[nH]nc2C2CC2)C1 | -11.2%
Nc1ccc(S(=O)(=O)c2ccc(N)nc2)cc1 | 2.0%
CN(N=Cc1cccc2cccnc12)c1ccc([N+](=O)[O-])cc1[N+](=O)[O-] | 0.3%
O=C(C[C@H]1CC[C@@H]2[C@H](COC[C@H](O)CN2Cc2nccs2)O1)NCc1ccccc1Cl | 0.5%
Cc1nc2n[nH]c(N)c2nc1C | 0.7%
CCn1c(CCNC(=O)c2cccs2)nnc1SCC(=O)Nc1cccc(Cl)c1 | -11.5%
c1ccc(-c2ccc3ncccc3n2)cc1 | ?
C[C@H]1CN([C@@H](C)CO)S(=O)(=O)c2ccc(Br)cc2O[C@H]1CN(C)C(=O)c1cccc(F)c1 | -14.4%
CC1(C)CC(=O)C=C(c2ccc(COC(=O)Cc3ccccc3)cc2)C1=O | -16.0%
COc1cc(Cl)c(C)cc1N1C(=O)[C@@H]2C[C@H]1CN2Cc1ccccn1 | -17.2%
c1ccc(CN2CC[C@@H](Nc3nccn4ccnc34)C2)cc1 | -4.9%
Cc1ccc(S(=O)(=O)NCCC(=O)NCCc2ccccc2)cc1 | -36.2%
O=C1CC(SCCc2nc3ccccc3[nH]2)C(=O)N1c1ccc(F)c(Cl)c1 (configuration not stated) | -1.9%
CCC(=O)[C@@H](C)[C@@H](OC(C)=O)[C@H](C)C[C@@H](C)[C@H]1OC(=O)C[C@@]2(O)CC=C(C)C(O2)C(C)=CCCC[C@H](O[C@H]2C[C@@H](OC(N)=O)[C@H](OC(C)=O)[C@@H](C)O2)C=C[C@H](C)C[C@H]1C | 2.91µM*
CC(C)OC(=O)N(C)C[C@H]1OCc2cn(nn2)CCCC(=O)N([C@H](C)CO)C[C@@H]1C | -14.7%
CCOC(=O)[C@]12CCCC=C1N(Cc1ccccc1)C(=O)[C@H](CC(=O)NCC1CCCCC1)C2 | ?
CCC1Nc2ncnc(N3CCc4ccccc4C3)c2N(Cc2ccc(Br)cc2)C1=O (configuration not stated) | ?
CCCc1c(-c2ccccc2Br)ncn1Cc1ccccc1OC | 2.31µM*
CC(=O)c1cn(-c2ccc([N+](=O)[O-])cc2)c(=O)n(C)c1=O | -5.8%
